Bioassay records (PubChem)
BAZ2B block = BAZ2B (human) inhibition. Q9UIF8. AlphaScreen BAZ2B-H3K14Ac peptide displacement. 360,000 compounds, 4.4% hits. Potency, µM (doses to about 114 µM), inactives show top-dose activity change, negative = inhibition, hits mostly inhibitors. AID 504333; note: potency is the fitted concentration of half-maximal effect; % is set by controls: 0 for no effect and ±100 for the full control effect; nearly all actives have a fitted effect of over 60% in size
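AlphaScreen luminescence quantifies BAZ2B engagement of H3K14Ac peptide; the protein and biotinylated peptide are both at 50 nM final, buffer PBS pH 7.4 with 0.01% Tween-20, all steps at room temperature.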
Pol eta inh = DNA polymerase eta (human) inhibition | recombinant Pol eta, fluorescent DNA replication assay | Potency, µM (series often up to 114 µM), inactives show at the highest dose activity change, negative = inhibition, most hits filed as inhibitors | 390,000 compounds, 1.2% hits | AID 588591; note: potency is the fitted concentration of half-maximal effect; % is set by controls: 0 for no effect and ±100 for the full control effect
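Fluorescent replication assay: 50 nM final substrate added after a 15 min room-temperature compound preincubation with 10 nM enzyme. Signal taken at 0 min and again at 10 min.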
PGK inhibitor = T. brucei PGK inhibition; PGK/GAPDH coupled, Kinase-Glo luminescence, 60 min; AID 602233; 380,000 compounds, 0.043% hits; Potency, µM (top dose mostly 57.5 µM), for inactives: at the highest dose activity change, negative = inhibition, usual class: inhibitors; P07378; note: potency is the fitted concentration of half-maximal effect; % is set by controls: 0 for no effect and ±100 for the full control effect; nearly all actives have a fitted effect of over 60% in size
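Luminescent ATP detection (Kinase-Glo Plus) follows a 60-minute room-temperature incubation, with wells lacking PGK as controls. Buffer: 100 mM TEA (pH 7.6), 5 mM MgCl2, 0.01% Tween-20. Coupling enzyme GAPDH (100 nM final) supplies unstable 1,3-BPG in-well.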
G9a inh = G9a (human) methyltransferase inhibition. Potency, µM (top dose mostly 102 µM), inactives show at the highest dose activity, negative = inhibition, most hits filed as inhibitors. 350,000 compounds, 8.8% hits. G9a H3K9 monomethylation, AlphaScreen, 2 h. Q96KQ7; note: potency is the fitted concentration of half-maximal effect; % is set by controls: 0 for no effect and ±100 for the full control effect; nearly all actives have a fitted effect of over 75% in size
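G9a (20 nM) preincubated 15 min RT with compounds, then 500 nM biotinylated H3K9 peptide and 20 uM SAM added; 2 h RT reaction. Monomethyl-H3K9 product detected by AlphaScreen with anti-H3K9me1 antibody, streptavidin donor and anti-rabbit IgG acceptor beads.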
PI4K2A block = inhibitors of human PI4K2A. 420,000 compounds, 0.13% hits. AID 1346378. activity change, negative = inhibition, % at 76.9 µM. purified PI4K2A, ADP-Glo luminescence, 1 h; active compounds read low. Q9BTU6; in the data active = activity change below about -50%; inconclusive = mostly about -30% to -49%;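 note: -100% = wells without enzyme as full effect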
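In this quantitative HTS, ADP production by PI4K2A was quantified luminescently after 1 h at ambient temperature; 100 microM adenosine served as plate-quality control.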
HP1b binding inh = blocks HP1-beta chromodomain binding to methylated histone tails; P83916; AlphaScreen HP1-beta / biotin-H3K9me3 peptide binding; Potency, µM (highest dose often 114 µM), inactives show at the top dose activity change, negative = inhibition, usual class: inhibitors; 390,000 compounds, 0.56% hits; note: potency is the fitted concentration of half-maximal effect; nearly all actives have a fitted effect of over 70% in size; inactives centre near 23
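HP1-beta protein (50 nM final) preincubated 30 min at room temperature with biotinylated H3(1-18)K9me3 peptide (50 nM) in PBS pH 7.4, 0.01% Tween-20, then compound added for 30 min. AlphaScreen streptavidin donor/nickel chelate acceptor beads (10 ug/mL final), 30 min dark, luminescence read.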
Pin1 inhibitor = inhibitors of human Pin1; Q13526; Pin1 FP peptide displacement, HiFluor488, 10 min; Potency, µM (doses to about 115 µM), for inactives: at the top dose activity, negative = inhibition, usual class: inhibitors; 390,000 compounds, 0.009% hits; AID 504891; active = well fitted inhibition curve with a large enough effect in the polarisation, with a control signal flat, not every such curve was filed as active; inconclusive = small, poorly fitted or top-dose-only effect, or effect the other way, or a change in a side signal; inactive = no such curve, though single readings can be large or run the other way; the % refers to the polarisation; note: potency is the fitted concentration of half-maximal effect; % is set by controls: 0 for no effect and ±100 for the full control effect
JMJD2A Tudor = JMJD2A Tudor domain (human) inhibition | AlphaScreen JMJD2A-Tudor / H3K4me3 peptide binding | Potency, µM (top dose mostly 114 µM), inactives show top-dose activity change, negative = inhibition, usual class: inhibitors | 390,000 compounds, 4.4% hits; note: potency is the fitted concentration of half-maximal effect; % is set by controls: 0 for no effect and ±100 for the full control effect; nearly all actives have a fitted effect of over 50% in size
GLS inhibitor = inhibitors of human glutaminase (GLS); O94925; GLS enzymatic activity, qHTS titration; Potency, µM (titrated, usually from 45.5 µM), for the others: at the highest dose activity change, negative = inhibition, usual class: inhibitors; 410,000 compounds, 0.21% hits; note: potency is the fitted concentration of half-maximal effect; % is set by controls: 0 for no effect and ±100 for the full control effect
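hKGA; 45 mM KH2PO4 pH 8.2 + 0.02% Tween-20; cpd via pin tool; 1 mM Gln soln; GluOx/HRP/Amplex Red; RT 30 min; fluor. t0 & final.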
Starred values were filed as active, the others as inactive; i = inactive; u = inconclusive; x = not tested or not shown; [ ] = remark or other dose. Unless noted, calls come from the whole dose curve; as a rule, active = well fitted curve in the direction sought with a large enough effect; inconclusive = small, poorly fitted or top-dose-only effect, or another doubt; inactive = no such curve, though single readings can be large; an effect the other way counts as inactive or inconclusive. The list is partial, so the mix of outcomes need not match the whole.

SMILES	BAZ2B block	Pol eta inh	PGK inhibitor	G9a inh	PI4K2A block	HP1b binding inh	Pin1 inhibitor	JMJD2A Tudor	GLS inhibitor
Cc1cc(C)n2nc(SC3CCCCN(C(=O)c4ccc(F)cc4)C3=O)nc2n1 (stereo not given)	-5%	-13%	i	6%[12.7 µM]	-5	48%	4%	2%	13%
Cc1cccc(-n2c(=O)[nH]c3c(C(N)=O)nc(CC(C)C)nc32)c1	-1%	9%	-2%	-1%	-4	20%	0%	-21%	9%
CCOC(=O)c1c2c([nH]c(=S)c1C#N)CCCC2	u	79µM*	9%	x	-8	-15%	-19%	8.9µM*	3%
C/C(O)=c1/ccc2cccc3nc(C)nc1c23	10%	-15%	-6%	x	-6	58%[activator]	u	5%	8%
CCNc1nc(OC)nc(Oc2ccc(C(=O)OC)cc2)n1	-18%	-17%	i	-2%[12.7 µM]	5	30%	13%	13%	15%
O=C(N=C1SC2CS(=O)(=O)CC2N1Cc1ccccc1)C1CCCO1 (stereo not given)	-3%	-2%	-5%	21%	2	45%[activator]	-15%	-21%	0%
O=c1[nH]cnc2scc(-c3ccc(Br)cc3)c12	-11%	-3%	i	-8%	-7	30%	-5%	-4%	3%
COc1cccc(CNc2ccc3[nH]c(=O)[nH]c3c2)c1OCc1ccccc1	45µM*	-21%	i	x	-3	u	-2%	40µM*	16µM*
CCn1cc(C(=O)NCC(OC)OC)c(=O)c2cc(S(=O)(=O)N3CCC(C)CC3)ccc21	-6%	-2%	0%	x	-2	161%[activator]	-5%	102%[activator]	3%
O=C(NCc1cccs1)C1CCCN(c2ncccn2)C1 (stereo not given)	52%[activator]	-5%	i	u	-2	26%	-3%	-15%	-1%
Fc1ccc(N2CCN(Cc3nnc(-c4ccccc4Cl)o3)CC2)cc1	-30%	-2%	i	-30%[59 µM]	1	26%	-1%	-31%	10%
COCCN(C(=O)COC(=O)CCC(=O)c1cccs1)c1c(N)n(Cc2ccccc2)c(=O)[nH]c1=O	-2%	-17%	-7%	-7%[0.501 µM]	-2	22%	5%	-11%	-4%
CN1CCN(S(=O)(=O)c2cccc3nsnc23)CC1	4%	5%	6%	14%	3	5%	-1%	10%	1%
O=S(=O)(c1ccc2c(c1)OCCO2)N1CCN(Cc2ccc3c(c2)OCO3)CC1	-9%	-19%	-3%	-2%[12.7 µM]	1	u	0%	-29%	0%
Cc1nc(SCC(O)CO)c([N+](=O)[O-])[nH]1 (stereo not given)	-3%	-8%	-2%	-39%	-1	48%[activator]	-6%	-2%	1%
CC1CCN(c2oc(-c3cccs3)nc2S(=O)(=O)c2ccc(Cl)cc2)CC1	u	-7%	i	7.9µM*	-2	u	15%	u	1%
COc1ccc(NS(=O)(=O)c2ccc3oc(SCc4ccc(F)cc4)nc3c2)cc1	-3%	-23%	7%	79µM*	1	-5%	1%	-26%	22%
O=C(Cc1ccc(Cl)cc1)Nc1ncccn1	-28%	-3%	6%	9%	19	30%	-2%	-9%	9%
Cc1cc(CNC(=O)COc2ccc(F)cc2)c2ccccc2n1	-17%	5%	-8%	16%[12.7 µM]	0	15%	-1%	-4%	-1%
CC1CCN(C(=O)Cn2nnc(-c3ccccc3)n2)CC1	6%	-4%	i	-11%	-3	60%[activator]	1%	6%	2%
Cc1ccc(S(=O)(=O)N2CCN(Cc3ccccc3)CC2)c(C)c1N(C)S(=O)(=O)c1ccccc1	-5%	-27%	2%	-48%[59 µM]	-1	31%	16%	-3%	-1%
CCc1ccc(-n2nc3cc(C)c(NC(=O)c4cc(OC)cc(OC)c4)cc3n2)cc1	u	-15%	5%	5.6µM*	-3	6%	-8%	-31%	9%
O=C(c1ccc(F)cc1)N1CCN(C2CC3CCC2C3)CC1 (stereo not given)	2%	-11%	1%	3%	4	-5%	2%	u	9%
O=C(N/N=C/c1cc(Cl)c(O)c(Cl)c1)c1cc2c(ccc3ccccc32)o1	56µM*	22µM*	-18%	x	2	-2%	u	u	u
O=C(CSc1ccc(F)cc1)Nc1cccc(S(=O)(=O)N2CCOCC2)c1	x	-18%	-1%	x	10	-15%	1%	-21%	-21%

Part of the list above in order of number of heavy atoms, falling.
SMILES	BAZ2B block	Pol eta inh	PGK inhibitor	G9a inh	PI4K2A block	HP1b binding inh	Pin1 inhibitor	JMJD2A Tudor	GLS inhibitor
O=C(CSc1ccc(F)cc1)Nc1cccc(S(=O)(=O)N2CCOCC2)c1	x	-18%	-1%	x	10	-15%	1%	-21%	-21%
O=C(N=C1SC2CS(=O)(=O)CC2N1Cc1ccccc1)C1CCCO1 (stereo not given)	-3%	-2%	-5%	21%	2	45%[activator]	-15%	-21%	0%
C/C(O)=c1/ccc2cccc3nc(C)nc1c23	10%	-15%	-6%	x	-6	58%[activator]	u	5%	8%

Other results.
SMILES	BAZ2B block	Pol eta inh	PGK inhibitor	G9a inh	PI4K2A block	HP1b binding inh	Pin1 inhibitor	JMJD2A Tudor	GLS inhibitor
CC(C)/C=C/CN1CCCC(N2CCN(c3cccc(Cl)c3)CC2)C1 (stereo not given)	-34%	-10%	i	0%	-5	13%	-1%	-32%	21%
COc1ccccc1NC(=O)c1cc(Cl)nnc1Cl	x	6%	-1%	7%	12	33%	-6%	-8%	6%
COCc1cc(=O)[nH]c(/N=C(\N)Nc2ccc(C)cc2)n1	6%	4%	i	u	-4	42%[activator]	-2%	u	-16%
O=C(OCC(=O)N1CCCCC1)c1ccccc1SCC(=O)N1CCCCC1	-11%	-9%	-9%	-33%	3	44%	-1%	-9%	-6%
OCCNCC1(O)C2CC3CC(C2)CC1C3 (stereo not given)	-1%	-4%	-6%	16%[59 µM]	-6	44%[activator]	-2%	-7%	-1%
O=C(O)CNS(=O)(=O)c1ccc2c(c1)CCCC2	-18%	-11%	-2%	-32%	2	22%	1%	-15%	3%
CCOc1ccccc1C(=O)N1CC(=O)Nc2ccc(Cl)cc2C1c1ccccc1 (stereo not given)	u	-15%	9%	u	0	12%	u	-25%	-14%
Cc1c(F)cccc1NC(=O)C1CCCN1S(=O)(=O)c1ccc(F)cc1 (stereo not given)	-22%	x	x	2%[59 µM]	2	39%	8%	-6%	-1%
Cc1c(C#N)c(N=CN(C)C)c(C(=O)c2ccc(Br)cc2)n1-c1ccccc1	u	-14%	-3%[11.5 µM]	u	1	0%	-11%	-24%	4%
Cn1c(C(=O)OCC(=O)NCCc2ccccc2)cc2sccc21	-1%	-4%	-6%	0%	-2	48%[activator]	4%	-31%	1%
CC1=C(C(N)=O)C(c2ccc(F)cc2)n2nc(-c3ccccc3Cl)nc2N1 (stereo not given)	41%[activator]	-14%	-6%	15%[59 µM]	1	71%[activator]	-3%	-9%	19%
C=CCNCC(=O)Nc1sc2c(c1C(=O)Nc1ccc(OC)cc1OC)CCC2	-5%	0%	-10%	x	3	16%	5%	-31%	3%
N#CCc1c(C#N)c(N)nc(N2CCN(Cc3ccc4c(c3)OCO4)CC2)c1C#N	10%	-12%	-1%	11%[12.7 µM]	12	28%	u	-25%	10%
COC(=O)Oc1ccc(/C=N/NC(=O)CN(c2ccccc2Cl)S(C)(=O)=O)cc1OC	-21%	-24%	-2%	6%	-9	0%	-11%	-17%	11%
Cc1cc(C)c(OCCNC(=O)c2ccccc2Sc2ccccc2C#N)c(C)c1	2%	-19%	i	1%[59 µM]	-5	61%[activator]	8%	3%	-1%
O=[N+]([O-])c1nn(-c2ccc3c(c2)OCCO3)n(O)c1=Nc1ccc(Cl)cc1	u	-2%	x	u	-1	-5%	0%	-30%	9%
COc1cc(C=O)ccc1OC(=O)c1cccnc1	-2%	5%	5%	6%	-10	36%[activator]	-3%	-8%	1%
Cn1c(=O)c(C(=O)NNC(=O)c2cccc(Cl)c2)c(O)c2ccccc21	-28%	-20%	0%	-5%[59 µM]	0	52%[activator]	30%[activator]	-13%	0%
CC(OC(=O)COc1ccccc1Cc1ccccc1)C(=O)N(C)c1ccccc1 (stereo not given)	12%	-10%	-12%	24%[2.33 µM]	4	38%	4%	19%	1%
O=C(c1ccc2c(c1)N(Cc1ccc(Cl)cc1)C(=O)c1ccccc1S2(=O)=O)N1CCN(c2ccccn2)CC1	-20%	-24%	0%	-28%[59 µM]	-5	21%	-7%	-13%	4%
COc1ccccc1NS(=O)(=O)c1cccc(C(=O)N/N=C/c2ccc(OCC(=O)O)cc2)c1	-24%	-15%	5%	-22%	-2	26%	0%	-13%	-10%
O=C(Nc1ccon1)c1sc2ccccc2c1Cl	-1%	-4%	-4%	24%[59 µM]	7	37%	2%	3%	-1%
CC(C)CN(C(=O)c1ccco1)c1nc2ccccc2s1	u	-13%	-14%	-28%	-2	40%[activator]	2%	45%[activator]	-4%
COc1cccc(C2/C(=C(/O)c3ccccc3)C(=O)C(=O)N2Cc2ccco2)c1 (stereo not given)	-22%	-4%	i	56µM*	1	3%	1%	-19%	4%
CCOc1ccccc1-c1noc(CCCC(=O)NC2CCCCC2)n1	9%	-9%	0%	39%	-4	16%	1%	-20%	-7%
O=C(Cc1cccc2ccccc12)Nc1ccccc1	x	14%	1%	x	4	9%	-1%	-3%	6%
CCOCCCNC(=O)c1c(N)n(-c2ccc(S(N)(=O)=O)cc2)c2nc3ccccc3nc12	60%[activator]	u	-4%	-44%[2.33 µM]	-1	19%	1%	-2%	1%
CN(Cc1ccccc1)S(=O)(=O)c1ccc2c(c1)NC(=O)CC(=O)N2	10%	-24%	-2%	-2%[59 µM]	-2	36%	-1%	-7%[57.1 µM]	1%
COc1cc(/C=C/C(=O)OCC(=O)NCC2CCCCC2)ccc1O	10%	-1%	-3%	u	-3	7%	1%	-12%	12%
COc1ccc(Cn2c(C)nc3c(c2=O)c2nc4ccccc4nc2n3Cc2ccco2)cc1	x	8.9µM*	u	x	-1	u	79%[activator]	u	-2%
